D1 antag: human D1 dopamine receptor antagonism. AID 504652. HEK293 TREx D1 cells, calcium flux, dopamine EC80; hits give low values. activity change, negative = inhibition, % at 10 µM. 360,000 tested, 3.2% active. P21728; in the data active = activity change below about -30%; note: % is set by controls: 0 for no effect and ±100 for the full control effect
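Tetracycline-induced HEK293 T-REx cells with force-coupled D1 receptor were loaded with a no-wash calcium dye. Compound was added after a 10 s baseline and read kinetically for 180 s; EC80 dopamine was then added and calcium flux followed another 180 s.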
Vif-APOBEC3G blk: Vif-A3G binding inhibition; 410,000 tested, 0.076% active; Q9HC16; Potency, µM (doses to about 46.1 µM), inactives show at the top dose activity, negative = active, actives largely listed as inhibitors; HeLa A3G-eYFP + Vif (tagged APOBEC3G with the HIV-1 protein that degrades it), YFP fluorescence, overnight; AID 602310;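 note: potency is the fitted concentration of half-maximal effect; % is set by controls: 0 for no effect and ±100 for the full control effect; nearly all actives have a fitted effect of over 60% in size; hits raise eYFP signal because A3G escapes Vif-driven loss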
Target sequence (Q9HC16 whole entry, looked up): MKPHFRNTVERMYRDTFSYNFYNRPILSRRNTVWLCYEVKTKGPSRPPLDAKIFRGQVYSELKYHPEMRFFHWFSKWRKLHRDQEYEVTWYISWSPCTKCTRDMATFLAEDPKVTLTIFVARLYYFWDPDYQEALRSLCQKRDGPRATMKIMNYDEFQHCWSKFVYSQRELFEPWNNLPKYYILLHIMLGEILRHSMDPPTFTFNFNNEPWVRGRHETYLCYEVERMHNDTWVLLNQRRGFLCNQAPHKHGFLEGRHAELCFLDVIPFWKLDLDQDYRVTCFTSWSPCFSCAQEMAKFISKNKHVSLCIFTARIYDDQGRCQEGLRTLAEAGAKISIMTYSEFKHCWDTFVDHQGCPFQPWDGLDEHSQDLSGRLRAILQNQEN
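HeLa cells stably expressing Vif and C-terminally eYFP-tagged A3G, seeded overnight at 37 deg C, then exposed to compound by pintool overnight at 37 deg C. Rise in yellow fluorescence (Ex 488/Em 500-530, Acumen) marks blocked Vif-driven A3G degradation.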
D1 ag: agonists of human D1 dopamine receptor. AID 504660. P21728. HEK293 T-REx D1 cells, calcium flux, agonist mode. 360,000 tested, 1% active. activation, % at 2 µM; in the data active = activation above about 30%; note: 0% is about no effect
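Agonism was scored from calcium flux recorded over 180 s (1 read/s) after pintool compound addition, following a 10-cycle baseline. Cells were inducible force-coupled HEK293 TREx D1, plated overnight at 30 C and loaded with no-wash calcium dye.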
D1 potentiator: potentiators of human D1 dopamine receptor. P21728. HEK293 TREx D1 cells, calcium flux, dopamine EC20 potentiation. potentiation, % at 10 µM. 360,000 tested, 0.036% active; in the data active = potentiation above about 30%; note: 0% is about no effect
D2 PAM: D2 dopamine receptor (human) potentiation; HEK293 T-REx D2, calcium flux, EC20 dopamine potentiation; AID 485347; P14416; 340,000 tested, 0.34% active; potentiation, % at 10 µM;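 active = potentiation over 3 SD above the plate norm, cut at about 30% in these data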; note: 0% is about no effect
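Potentiation of an EC20 dopamine calcium response measured kinetically over 180 s, after a preceding 180 s compound-only read flagging agonists. Cells: inducible Hek293 Trex D2 line, 4000/well, cultured overnight at 30 C before dye loading.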
RXFP1 antagonist: RXFP1 (human) relaxin receptor antagonism; HEK293-RXFP1, relaxin-stimulated cAMP HTRF, 30 min; hits give low values; activity change, negative = inhibition, % at 57.5 µM; 350,000 tested, 0.59% active; AID 1259400;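 active = activity change of -60% or lower, but not beyond a set lower limit; inconclusive = change between -60% and -40%, or beyond the set limit; inactive = change above -40%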; note: % is set by controls: 0 for no effect and ±100 for the full control effect
Target sequence (Q9HBX9 whole entry, looked up): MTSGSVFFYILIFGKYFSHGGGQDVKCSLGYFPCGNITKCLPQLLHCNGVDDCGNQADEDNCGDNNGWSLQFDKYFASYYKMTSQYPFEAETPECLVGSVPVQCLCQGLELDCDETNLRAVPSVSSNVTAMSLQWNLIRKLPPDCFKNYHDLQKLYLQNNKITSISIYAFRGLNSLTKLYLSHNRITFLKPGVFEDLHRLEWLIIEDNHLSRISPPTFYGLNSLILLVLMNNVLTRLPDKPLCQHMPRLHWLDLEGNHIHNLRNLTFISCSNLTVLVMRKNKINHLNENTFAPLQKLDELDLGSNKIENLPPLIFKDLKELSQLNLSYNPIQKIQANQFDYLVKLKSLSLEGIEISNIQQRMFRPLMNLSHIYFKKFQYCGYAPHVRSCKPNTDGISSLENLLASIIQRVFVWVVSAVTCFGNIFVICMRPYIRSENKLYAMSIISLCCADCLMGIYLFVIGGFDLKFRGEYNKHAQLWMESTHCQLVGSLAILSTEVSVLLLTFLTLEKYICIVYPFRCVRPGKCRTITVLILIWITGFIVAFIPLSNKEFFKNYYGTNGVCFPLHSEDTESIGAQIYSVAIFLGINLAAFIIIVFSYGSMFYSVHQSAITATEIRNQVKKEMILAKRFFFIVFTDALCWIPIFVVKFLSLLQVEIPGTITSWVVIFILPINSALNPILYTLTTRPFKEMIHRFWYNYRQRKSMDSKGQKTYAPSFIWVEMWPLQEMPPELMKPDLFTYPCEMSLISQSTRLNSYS
RXFP1 ag: activates the human relaxin receptor RXFP1 | Q9HBX9 | HEK293T-RXFP1 cAMP TR-FRET, 30 min; response scale: percent of porcine relaxin response, buffer zero | Potency, µM (series often up to 57.5 µM), inactives show at the top dose activation, usual class: activators | 370,000 tested, 0.3% active | AID 2676; note: potency is the fitted concentration of half-maximal effect; % is set by controls: 0 for no effect and ±100 for the full control effect; nearly all actives have a fitted effect of over 60% in size; many of its hits are not listed in these tables
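HEK293T cells stably expressing RXFP1 were pretreated with the PDE4 inhibitor Ro 20174, exposed to compounds for 30 min at 37C, lysed, and cAMP was read by TR-FRET. Data normalized to buffer (basal) and 29 nM porcine relaxin (100%).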
GRP78 ERSR act: ER stress response induction in glioma | 420,000 tested, 0.02% active | Potency, µM, inactives show top-dose activation, hits mostly activators | U87-MG GRP78 promoter luciferase reporter, 16 h; note: potency is the fitted concentration of half-maximal effect; series mostly up to about 76 µM; % of control where 0% means no effect; nearly all actives have a fitted effect of over 35% in size
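ERSR induction read as luciferase luminescence (Bright-Glo, 10 min at room temperature) in stably transfected human U87-MG glioma cells exposed to compounds for 16 h, using GRP78 as sensor.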
Vif-APOBEC3F blk: Vif-A3F binding inhibition; HeLa A3F-eYFP + Vif (tagged APOBEC3F with the HIV-1 protein that degrades it), YFP fluorescence increase; Potency, µM (doses to about 46.1 µM), for inactives: top-dose activity, negative = active; 390,000 tested, 0.2% active; AID 602313; note: potency is the fitted concentration of half-maximal effect; % of control where 0% means no effect; nearly all actives have a fitted effect of over 65% in size
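HeLa cells stably expressing Vif plus C-terminally eYFP-tagged A3F were seeded, incubated overnight at 37 deg C, dosed with compound, incubated overnight again at 37 deg C. Yellow fluorescence (Ex 488/Em 500-530) reported blocked Vif-mediated A3F-eYFP degradation.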
Starred values were filed as active, the others as inactive; ? = inconclusive; . = not tested or not shown; & = joins results of further samples. Unless noted, calls come from the whole dose curve; as a rule, active = well fitted curve in the direction sought with a large enough effect; inconclusive = small, poorly fitted or top-dose-only effect, or another doubt; inactive = no such curve, though single readings can be large; an effect the other way counts as inactive or inconclusive.

SMILES	D1 antag	Vif-APOBEC3G blk	D1 ag	D1 potentiator	D2 PAM	RXFP1 antagonist	RXFP1 ag	GRP78 ERSR act	Vif-APOBEC3F blk
Cc1ccc2cc3c(N)c(C(=O)N4CCOCC4)sc3nc2c1	-2.1	-12.5%	7.4	-0.3	5.0	8.6	0.0%	-10.6%	-1.9%
CCOc1ccccc1C(=O)Oc1ccc2ccc(=O)oc2c1	2.6	-5.6%	2.6	2.0	8.9	0.4	4.1%	2.0%	0.1%
COCCn1c(C)cc(/C=C2/NC(=O)N(c3cccc(Cl)c3)C2=O)c1C	-19.7	-0.3%	1.2	0.0	-4.4	-13.8	-1.9%	-5.0%	2.3%
O=C(O)/C(=C\c1ccc(Cl)c([N+](=O)[O-])c1)c1ccc(S(=O)(=O)N2CCCCC2)s1	5.3	1.5%	2.7	2.0	1.0	-21.9	2.4%	-1.8%	19.2%
Nc1nnnn1/N=C/c1cc([N+](=O)[O-])ccc1O	38.0	0.1%	-0.1	-0.9	-2.0	0.1	-3.2%	2.7%	-4.3%
N=c1ccccn1CC(O)COc1ccccc1 (configuration not stated)	-3.4	-0.3%	2.5	7.6	-3.2	-2.2	0.5%	-3.0%	3.5%
COc1cc(N2CCCC2)c(OC)cc1/C=C(/C#N)c1ccc(Br)cc1	-15.0	?	38.9*	-3.6	-2.8	7.7	1.2%	-2.2%	3.98µM*
CC(C)(c1ccc(O)cc1)c1ccc(O)c(C(=O)O)c1	.	-2.4%	.	.	.	1.3	.	-3.7%	-6.7%
CCc1cc(CNC(=O)C2CCC(=O)N(Cc3ccccc3F)C2)on1 (configuration not stated)	.	-0.2%	.	.	.	-4.2	.	-5.2%	-10.5%
CC(=O)c1c(C)[nH]c(C(=O)N2CCN(S(=O)(=O)c3ccc(C)cc3C)CC2)c1C	17.9	2.5%	-0.3	5.2	-8.2	2.9	-2.8%	-4.1%	-3.8%
Cc1ccccc1C(=O)Nc1cc(C(F)(F)F)ccc1-n1cncn1	10.6	-4.9%	0.1	-4.5	6.3	-4.9	0.2%	-1.1%	-4.1%
Cc1ccc(NC(=O)NC(=O)CN2CCN(c3ccc(O)cc3)CC2)c(C)c1	2.4	4.0%	3.6	-3.9	1.9	-14.9	-2.6%	-5.6%	-14.2%
COc1cccc(Nc2ncnc3onc(-c4ccccc4OC)c23)c1	0.8	0.0%	3.6	0.7	-1.1	.	-1.0%	0.1%	0.3%
O=C(N1CCCCC1)N1CCN(C(=O)N2CCCCC2)CC1	-15.9	1.1%	4.3	-7.2	4.8	3.8	0.2%	-7.1%	-8.5%
Cc1ccc(/C=C2\SC(=S)N(/N=C/c3cc([N+](=O)[O-])ccc3O)C2=O)o1	-1.3	-2.1%	8.7	-4.5	1.4	?	1.8%	-2.1%	-5.4%
O=[N+]([O-])c1ccc(O)c(C=Nc2ccc3oc(Cc4ccc(Cl)cc4)nc3c2)c1	-0.5	.	1.0	1.4	-0.7	.	-3.9%	.	.
CC(Oc1ccc(Cl)cc1Cl)C(=O)NCCN1CCOCC1 (configuration not stated)	15.8	-1.8%	3.9	-7.7	0.1	5.6	3.3%	-2.0%	1.5%
CC(=O)c1c(C)[nH]c(=S)c(C#N)c1-c1ccc(F)cc1	-9.1	1.1%	2.0	-0.3	3.8	7.2	21.9%	-3.4%	8.8%
CCCCOc1ccc(C(=O)N2CCN(c3ccc(N4CCOCC4)nn3)CC2)cc1	-11.5	1.1%	0.7	0.5	-3.0	-6.3	0.9%	-0.4%	2.7%
Cc1ccc(S(=O)(=O)N(C)C)cc1NC(=O)COC(=O)CC1CCCC1	3.5	-0.5%	1.9	2.0	-20.8	-3.2	-0.4%	-3.3%	-12.0%

Part of the list above in order of molecular weight, lowest first.
SMILES	D1 antag	Vif-APOBEC3G blk	D1 ag	D1 potentiator	D2 PAM	RXFP1 antagonist	RXFP1 ag	GRP78 ERSR act	Vif-APOBEC3F blk
Cc1ccccc1C(=O)Nc1cc(C(F)(F)F)ccc1-n1cncn1	10.6	-4.9%	0.1	-4.5	6.3	-4.9	0.2%	-1.1%	-4.1%
CCc1cc(CNC(=O)C2CCC(=O)N(Cc3ccccc3F)C2)on1 (configuration not stated)	.	-0.2%	.	.	.	-4.2	.	-5.2%	-10.5%
COCCn1c(C)cc(/C=C2/NC(=O)N(c3cccc(Cl)c3)C2=O)c1C	-19.7	-0.3%	1.2	0.0	-4.4	-13.8	-1.9%	-5.0%	2.3%
O=[N+]([O-])c1ccc(O)c(C=Nc2ccc3oc(Cc4ccc(Cl)cc4)nc3c2)c1	-0.5	.	1.0	1.4	-0.7	.	-3.9%	.	.
CCCCOc1ccc(C(=O)N2CCN(c3ccc(N4CCOCC4)nn3)CC2)cc1	-11.5	1.1%	0.7	0.5	-3.0	-6.3	0.9%	-0.4%	2.7%

More results:
SMILES	D1 antag	Vif-APOBEC3G blk	D1 ag	D1 potentiator	D2 PAM	RXFP1 antagonist	RXFP1 ag	GRP78 ERSR act	Vif-APOBEC3F blk
COc1ccc(N(CC(=O)NCCSCc2ccc(C)cc2)S(=O)(=O)c2ccccc2)cc1	1.4	-0.3%	7.5	-3.1	7.1	-28.6	2.4%	-2.5%	-13.9%
CC(=O)Nc1ccc(NC(=O)C(NS(=O)(=O)c2ccc3c(c2)OCCO3)C(C)C)cc1 (configuration not stated)	-22.7	-0.2%	2.4	-1.9	-5.8	11.7	1.4%	-3.6%	0.7%
Cc1cccc(N2CCN(C(=O)CCCCn3c(=O)[nH]c4ccsc4c3=O)CC2)c1C	7.1	6.6%	0.5	-0.4	.	.	9.3%	-5.1%	-0.2%
Cc1c(Cl)cccc1NC(=O)CN(CCc1ccccc1)S(=O)(=O)c1ccccc1	3.3	0.4%	10.5	-0.9	-13.9	-4.9	-0.4%	-2.3%	0.1%
O=C(NCc1ccccc1)c1cnc(-c2ccccn2)nc1C(F)(F)F	-8.9	0.8%	-1.5	-3.0	-19.6	-2.5	-0.1%	3.2%	.
CC1(C(=O)NC2CCCC2)CCC(=O)N1Cc1ccc2c(c1)OCO2 (configuration not stated)	-1.4	2.0%	2.6	-2.8	8.3	17.7	1.4%	-4.0%	-11.3%
O=[N+]([O-])c1cc(Cl)ccc1NCCNc1ncc(C(F)(F)F)cc1Cl	-5.1	-1.0%	3.2	-0.6	-11.5	.	2.3%	-3.7%	-7.6%
Cc1nnc(SCCn2c(N3CCCCCC3)nc3c2c(=O)[nH]c(=O)n3C)s1	8.5	-0.1%	0.1	-8.9	-5.7	-3.5	0.5%	-2.4%	-8.2%
NC(=O)c1cc2ccccc2o/c1=N/NC(=O)c1cccs1	-3.0	4.2%	1.4	-4.6	-8.5	-5.1	2.2%	3.0%	3.8%
COC(=O)c1cccc(N(CC(=O)NC2CCCCC2)C(=O)CNC(=O)c2cccs2)c1	11.1	0.2%	1.9	-0.2	-0.4	-2.8	-1.6%	-1.0%	6.9%
COc1ccc(CNC(=O)CCCn2nc(C)c3c(C)n(-c4ccccc4)nc3c2=O)cc1	42.2&-12.8	-0.9%&-3.1%	0.3&3.0	1.4&-3.5	4.3&6.4	?	0.7%&3.6%	0.1%&-2.0%	6.9%&1.4%
COc1cccc(C(=O)NCCC2=CCCCC2)c1OC	-15.4	3.5%	-0.6	0.0	-1.8	2.5	0.1%	0.2%	.
S=C(Nc1ccc(Br)cc1Cl)N1CCN(c2ccccn2)CC1	-24.3	-2.7%	9.7	-3.3	-12.9	-26.2	1.9%	-3.2%	-6.1%
Cc1ccc(S(=O)(=O)N2CCCC2C(=O)N2CCCCCC2)cc1 (configuration not stated)	3.1	0.1%	1.6	0.6	.	-7.2	-0.6%	-2.1%	-2.8%
Nc1cccnc1Sc1cccc(Cl)c1	-1.3	-7.8%	3.2	-4.8	17.1	-7.5	-0.5%	-0.1%	-2.7%
Cc1ccccc1OCC(=O)NCC(c1ccco1)N1CCCCC1 (configuration not stated)	-13.2	-6.2%	2.4	-4.8	-22.8	1.0	1.2%	8.2%	-4.1%
CCCNc1sc(S(=O)(=O)CCC)nc1S(=O)(=O)c1ccc(C)cc1	-21.6	-0.1%	14.8	-9.6	-9.3	0.6	-1.6%	-1.0%	0.0%
Cc1ccc(Nc2nc(N/N=C\c3ccc4c(c3)OCO4)nc(N3CCOCC3)n2)cc1	-8.8	-2.1%	5.7	0.0	-2.8	-8.1	0.0%	-7.7%	-40.7%
Nc1ccc(Sc2cnn(-c3ccccc3)c(=O)c2Cl)cc1	-13.4	-23.4%	3.7	-2.1	-0.3	-20.9	1.4%	2.0%	6.3%
Cc1ccc(CN2CCC(c3cc(-c4cccs4)n[nH]3)CC2)cc1	-15.9	-1.7%	8.7	-7.1	-21.0	-37.0	0.9%	-1.2%	-4.2%
COc1cc2[nH]c(=O)n(CCC(=O)N3CCC(N4CCCCC4)CC3)c(=O)c2cc1OC	15.0	-6.2%	-0.3	-7.1	-2.1	-1.2	1.4%	-3.9%	0.0%
Cn1nc(-c2ccc(Cl)cc2)c2cc(C(=O)N3CCOCC3)sc21	23.4	-0.8%	-0.6	-0.8	10.0	.	5.5%	-1.5%	-15.5%
Cn1nc(N)c2ncc(-c3ccc(Cl)cc3)nc21	.	-20.5%	.	.	.	-5.7	.	2.4%	-1.0%
CC(=O)c1ccc(NS(=O)(=O)c2c(C)nc3scc(C)n3c2=O)cc1	14.1	2.0%	7.5	-3.0	4.6	-15.1	0.5%	-6.4%	7.6%
CC1N(O)C(c2ccc(Cl)cc2Cl)N(O)C1(C)C (configuration not stated)	-14.6	-0.2%	3.0	-6.0	8.0	-10.5	-1.3%	-0.7%	0.3%
CCNC(=S)NNC(=S)NCc1ccccc1	-4.9	-0.6%	2.9	0.6	10.2	3.8	-0.3%	-5.1%	6.6%
FC(F)(F)c1ccc(C2NCCc3sccc32)cc1 (configuration not stated)	10.2	1.9%	19.4	9.2	13.8	-10.0	0.9%	6.4%	0.2%
Cc1ccc2c(c1)N(CC(=O)N1CCCCC1)C(=O)CO2	-1.2	0.4%	1.7	0.1	-9.5	-34.3	0.5%	-1.3%	-1.7%
CC(C)(C)OC(=O)[C@H](Cc1ccccc1)NC(=O)c1[nH]cnc1C(=O)Nc1cccc(Cl)c1	2.0	-13.7%	2.5	-2.6	.	.	4.3%	5.8%	-21.4%

These rows are one share of the data; the hit share may differ from the screen's.
